Mito fusion yeast – qHTS Assay for Small Molecule Inhibitors of Mitochondrial Division or Activators of Mitochondrial Fusion; S. cerevisiae fusion-defective mutant growth rescue, CellTiterGlo 48 h; Potency, µM (highest dose often 46.1 µM), inactives show at the highest dose growth rescue (activation), most hits filed as activators; actives 0.23% (n = 320,000); AID 485298, 2010;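 note: potency is the fitted concentration of half-maximal effect; % of control where 0% means no effect; nearly all actives have a fitted effect of over 45% in size; temperature-sensitive fusion mutants such as fzo1-1 at 37 °C on non-fermentable ethanol glycerol medium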
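Compounds are tested for their ability to restore growth of mitochondrial fusion-defective yeast strains at non-permissive 37C in YPEG medium over 48 hours. Viability is quantified by luciferase luminescence.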
TCR activator – Activators of T cell receptors: qHTS campaign | 330,000 tested, under 10 active | Potency, µM (doses to about 9.22 µM), for inactives: top-dose activation of IL-2 secretion, most hits filed as activators | AID 504894, 2011 | primary human leukocytes, anti-CD3, IL-2 HTRF, 48 h; note: % of control where 0% means no effect
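48 hr co-incubation of compounds, a-CD3 beads and primary human leukocytes; IL-2 quantified homogeneously by HTRF with anti-IL-2 K and d2 conjugates.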
Chronic BCR inh – qHTS Assay to Find Inhibitors of Chronic Active B-Cell Receptor Signaling; ABC-DLBCL IkBa-CBG/CBR reporter, luminescence ratio, 4 h; actives 0.05% (n = 340,000); AID 493014, 2011; Potency, µM (top dose mostly 46.1 µM), without a hit: at the top dose ratio change, negative = lower green/red ratio, hits mostly inhibitors; active = well fitted inhibition curve with a large enough effect in the signal ratio, with a control signal flat, not every such curve was filed as active; inconclusive = small, poorly fitted or top-dose-only effect, or effect the other way, or a change in a side signal; the % refers to the signal ratio;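 note: potency is the fitted concentration of half-maximal effect; plate controls were basal doxycycline-induced cells for no effect and cells given 10 µM MG132 for full effect; MG132 reads +100%, hits lower the ratio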
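Doxycycline induced both beetle luciferases in TMD8 lymphoma cells; IKK-driven degradation limits the IkappaBalpha-fused green signal, while red luminescence normalises for cell number and nonspecific effects. Compounds tested up to 46 uM, 4 hrs.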
Integrin act MD – qHTS for Activators of Integrin-Mediated Alleviation for Muscular Dystrophy. actives 0.064% (n = 350,000). Potency, µM (highest dose often 38.3 µM), inactives show at the top dose activation, most hits filed as activators. alpha7betagal myoblasts, beta-gal FDG fluorescence, 48 h;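 note: potency is the fitted concentration of half-maximal effect; 100% = response of the positive control SU9516; nearly all actives have a fitted effect of over 60% in size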
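alpha7betagal+/- myoblasts (passage 13, 250/well) treated 48 h at 37C with compounds at 1:260 dilution of DMSO stock. Lysed, then beta-galactosidase activity read as FDG fluorescence (ex 480/em 540) after 30 min, with pre-read for autofluorescence.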
A-T KAP1 phos – qHTS Assay for Identifying a Potential Treatment of Ataxia-Telangiectasia; […] A-T fibroblasts, KAP-1 phosphorylation AlphaLISA; neocarzinostatin DNA damage 30 min before lysis; Potency, µM (titrated, usually from 57.5 µM), inactives show at the top dose activation, most hits filed as activators; actives 0.19% (n = 320,000); AID 485349, 2010; note: potency is the fitted concentration of half-maximal effect; % of control where 0% means no effect; nearly all actives have a fitted effect of over 45% in size
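ATM-like activity read as KAP-1 phosphorylation via AlphaLISA donor/acceptor antibody pairs after lysis and 6 hr at 25C. Cells were ATM-null patient fibroblasts ([…], hTERT), dosed 60 min, then exposed to the DSB inducer NCS for 30 min.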
Tb PFK block – qHTS Assay to Find Inhibitors of T. brucei phosphofructokinase | Potency, µM (highest dose often 57.5 µM), without a hit: top-dose activity, negative = inhibition, actives largely listed as inhibitors | ATP-dependent 6-phosphofructokinase (Trypanosoma brucei brucei), O15648 | T. brucei PFK, ADP-Glo luminescence | actives 0.17% (n = 330,000);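 note: potency is the fitted concentration of half-maximal effect; 0% = uninhibited 1x PFK enzyme wells and -100% = no-enzyme wells; nearly all actives have a fitted effect of over 60% in size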
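PFK 1.25 nM, F6P 0.5 mM, ATP 0.1 mM, 0.1 M TEA pH 8.0, 5 mM MgCl2, 0.01% Tween20, 0.1% BSA; 45 min RT. ADP-Glo readout. qHTS titration up to 57 uM; curves fitted, compounds curve-classed.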
Eya2 phos inh – qHTS Assay for Inhibitors of the Phosphatase Activity of Eya2 | AID 488837, 2010 | actives 0.006% (n = 330,000) | Potency, µM (highest dose often 76.9 µM), without a hit: at the top dose activity, negative = inhibition, hits mostly inhibitors | recombinant Eya2, OMFP fluorescence dephosphorylation (OMFP is methylfluorescein phosphate); note: potency is the fitted concentration of half-maximal effect; % is set by controls: 0 for no effect and ±100 for the full control effect
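Eya2 (0.2 uM) preincubated 10 min at ambient with compound, then OMFP substrate added at 50 uM; 10 min reaction in 50 mM HEPES pH 7.5, 50 mM NaCl, 5 uM MgCl2, 0.05% BSA, 1 mM DTT. Fluorescence read at Ex 485/Em 525 nm.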
S-ASM inh – Inhibitors of Secretory Acid Sphingomyelinase (S-ASM): qHTS; Potency, µM (doses to about 57.5 µM), inactives show at the top dose activity change, negative = inhibition, actives largely listed as inhibitors; AID 504937, 2011; placental ASM, HMU-PC fluorogenic substrate, 60 min; Sphingomyelin phosphodiesterase (Homo sapiens), P17405; actives 0.006% (n = 340,000); note: potency is the fitted concentration of half-maximal effect
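HMU-PC0 cleavage (9 uM final) by human placental ASM, 60 min at 37 °C following 10 min compound exposure at RT; stopped at pH 10, fluorescence Ex 386/Em 447 nm.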
ELG1 DNA repair – qHTS screen for small molecules that inhibit ELG1-dependent DNA repair in human embryonic kidney (HEK293T) cells expressing luciferase-tagged ELG1 | AID 504467, 2011 | Potency, µM (titrated, usually from 46.1 µM), for inactives: at the top dose activity change, negative = inhibition, hits mostly inhibitors | actives 2.3% (n = 330,000) | HEK293T ELG1-luciferase reporter, luminescence, 16 h; DNA damage induced by 5-fluorouridine; note: potency is the fitted concentration of half-maximal effect; % is set by controls: 0 for no effect and ±100 for the full control effect; nearly all actives have a fitted effect of over 55% in size
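Step one: seed 2,000 cells per well. Step two: pin-transfer compound or DMSO alongside 5-fluorouridine. Step three: incubate 16 hr, 37 °C, 5% CO2. Step four: add ONE-Glo, wait 30 min, read luminescence.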
TSG101-PTAP inh – qHTS Assay for Iinhibitors of HIV-1 Budding by Blocking the Interaction of PTAP/TSG101. Tumor susceptibility gene 101 protein (Homo sapiens), Q99816. Fluorescence polarization, FITC-PTAP peptide / Tsg101 binding. Potency, µM (doses to about 115 µM), for the others: at the highest dose activity change, negative = inhibition, most hits filed as inhibitors. 340,000 tested, under 10 active; active = well fitted inhibition curve with a large enough effect in the main read-out, with a control signal flat, not every such curve was filed as active; inconclusive = small, poorly fitted or top-dose-only effect, or effect the other way, or a change in a side signal; inactive = no such curve, though single readings can be large or run the other way; note: potency is the fitted concentration of half-maximal effect; % of control where 0% means no effect
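Steps: Tsg101 binding domain dispensed (10 uM final), compounds pinned in DMSO, FITC-labeled PTAP-motif peptide added (50 nM final); after 20 min binding at room temperature, polarization measured.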
TSHR antagonist – Antagonists of the Thyroid Stimulating Hormone Receptor: HTS campaign. Thyrotropin receptor (Homo sapiens), P16473. TSHR-expressing cells, TSH-stimulated cAMP HTRF, 2 h; hits give low values. activity change, negative = inhibition, % at 11.5 µM. actives 0.2% (n = 330,000). AID 504810, 2011;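 active = activity change below a set negative limit, meaning inhibition stronger than a set level, cut at about -70% in these data; inconclusive = activity change between two set negative limits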; note: % is set by controls: 0 for no effect and ±100 for the full control effect
Target sequence (P16473 whole entry, looked up): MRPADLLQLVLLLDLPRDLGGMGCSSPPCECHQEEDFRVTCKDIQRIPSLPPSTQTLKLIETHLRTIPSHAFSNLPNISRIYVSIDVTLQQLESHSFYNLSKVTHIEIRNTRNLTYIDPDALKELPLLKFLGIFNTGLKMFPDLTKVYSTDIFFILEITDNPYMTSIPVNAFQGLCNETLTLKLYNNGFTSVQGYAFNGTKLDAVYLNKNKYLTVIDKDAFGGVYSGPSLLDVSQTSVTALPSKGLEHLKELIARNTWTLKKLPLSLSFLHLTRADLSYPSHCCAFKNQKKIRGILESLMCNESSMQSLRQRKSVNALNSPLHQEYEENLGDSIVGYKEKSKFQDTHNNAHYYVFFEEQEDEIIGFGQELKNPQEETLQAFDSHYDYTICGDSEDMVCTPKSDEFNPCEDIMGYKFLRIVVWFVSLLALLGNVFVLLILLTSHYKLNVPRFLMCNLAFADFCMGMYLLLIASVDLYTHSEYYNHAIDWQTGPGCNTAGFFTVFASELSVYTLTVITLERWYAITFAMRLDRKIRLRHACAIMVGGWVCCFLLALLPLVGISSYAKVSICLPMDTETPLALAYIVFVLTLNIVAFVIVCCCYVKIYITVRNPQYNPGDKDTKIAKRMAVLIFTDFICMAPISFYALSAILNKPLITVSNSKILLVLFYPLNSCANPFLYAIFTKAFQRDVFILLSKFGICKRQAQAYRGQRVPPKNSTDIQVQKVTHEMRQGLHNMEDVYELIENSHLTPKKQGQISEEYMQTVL
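Cell-based HTRF cAMP assay; TSHR cells + compound, TSH EC80 (4nM final), 2 h, 37 deg C. Lysis with anti-cAMP cryptate and cAMP-d2, 30 min RT, read 665/620 nm.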
Starred values were filed as active, the others as inactive; ? = inconclusive; . = no result given; [ ] = dose if it differs, or a comment. Unless noted, calls come from the whole dose curve; as a rule, active = well fitted curve in the direction sought with a large enough effect; inconclusive = small, poorly fitted or top-dose-only effect, or another doubt; inactive = no such curve, though single readings can be large; an effect the other way counts as inactive or inconclusive.

Value order – Mito fusion yeast, TCR activator, Chronic BCR inh, Integrin act MD, A-T KAP1 phos, Tb PFK block, Eya2 phos inh, S-ASM inh, ELG1 DNA repair, TSG101-PTAP inh, TSHR antagonist
> CN(CC(=O)Nc1ccc(F)cc1)C(=O)COC(=O)c1cccc(N(C)C)c1
 : 2%, -5%, -4%, 11%, 24%, -5%, 12%, 30%[activator], ?, -11%, -11
> FC(F)(F)c1ccc2c3n(nc2c1)CCN=C3c1ccc(Cl)cc1
 : 25%, -1%, ?, 2%, 6%, 0%, -16%, -4%, 20%, -3%, -6
> N#CCCSCc1ccc2oc(C(=O)O)cc2c1
 : 5%, 2%, 4%, 7%, 2%, 7%, 7%, 2%, 7%, 0%, 2
> COCCNC(=O)CSc1nc2ccc(N3CCOCC3)cc2c(=O)n1Cc1ccc(OC)cc1
 : -1%, -2%, 0%, 11%, -7%, 5%, 0%, 28%, 16%, -2%, 15
> Cc1cc(C)cc(N2CC(c3nc4ccccc4n3C)CC2=O)c1 (stereo not drawn)
 : 4%, 8%, -9%, -19%, 3%, -2%, -14%, 6%, -7%, -6%, -2
> COc1ccccc1C1C(C(=O)c2cc3ccccc3o2)=C(O)C(=O)N1c1cc(C)on1 (stereo not drawn)
 : 14%, 7%, 15%, 6%, 0%, 0%, 4%, 5%, 2%, -3%, 16
> O=[N+]([O-])c1ccc(/C=N/Nc2nc(-c3ccccc3)c3cc(Br)ccc3n2)o1
 : 1%, -1%, 18%, -8%, -1%, -5%, -3%, -10%, -14%, -1%, 2
> Brc1ccc(/C=N/Nc2ccc3ccccc3n2)cc1
 : -3%, -2%, ?, 3%, -8%, 4%, 5%, 10%, ?, -1%, 19
> COc1ccccc1Nc1nc(C2(C)CCC(=O)O2)cs1 (stereo not drawn)
 : -1%, -1%, 6%, -20%, 2%, -5%, 5%, 1%, ?, -9%, -4
> O/N=C(\c1ccccc1)C(O)c1ccccc1 (stereo not drawn)
 : 8%, 3%, -6%, 15%, 5%, -1%, 7%, 2%, 1%, 2%, 5
> CCN(CC)c1nc2c(c(=O)[nH]c(=O)n2C)n1CCCc1ccccc1
 : 7%, -4%, -2%, 24%, 2%, -7%, 3%, 1%, -16%, -2%, 1
> NC(CO)(CO)COCc1ccccc1
 : 3%, 1%, -14%, -5%, 1%, -3%, 5%, 3%, -5%, -7%, 12
> Cc1cc(C)c(NC(=O)C2CSCCS2)c(C)c1 (stereo not drawn)
 : -2%, 4%[46.1 µM], -1%, -22%, 6%, 1%, -7%, 7%, ?, -5%, 7
> Cc1ccc(C=C2C(=O)c3ccccc3C2=O)s1
 : -4%, -5%, -13%, 0%, -2%, -20%, -17%, -12%, 0%, -4%, 12
> CCCC(=O)Nc1cc(OCC)c(NC(=O)NC2CCCCC2)cc1OCC
 : -1%, 2%, 0%, 12%, -5%, -2%, -2%, 1%, ?, 0%, 7
> COc1ccc(NC(=O)CN(C)C(=O)c2cc3c(s2)CCCCC3)cc1
 : 5%, -3%, -6%, 19%, 9%, 3%, -5%, -2%, 4%, 0%, -1
> O=C(Nc1ccsc1C(=O)N1CCCC1)c1ccccc1
 : 3%, 4%, 2%, 12%, 2%, 1%, -1%, -3%, -4%, 2%, -2
> O=C(Nc1ccc(S(=O)(=O)N2CCCCC2)cc1)c1cccnc1Cl
 : 11%, 1%, 4%, ?, 1%, -2%, -30%, 1%, 7%, -1%, -7
> Cc1cc(C)c(C(=O)CSc2nnc(-c3ccccc3Br)o2)cc1C
 : -9%, 2%, 2%, 0%, 7%, -1%, -2%, -2%, 8%, -4%, -2
> COc1cccc(N(CC(=O)NC2CCCCC2)C(=O)CCC(=O)Nc2nc(C)cs2)c1
 : 1%, 7%, -4%, 0%, -1%, 2%, -8%, 0%[11.5 µM], 0%, -1%, 3
> CCC(=O)N/C(N)=N/c1nc(C)c2cc(C)c(C)cc2n1
 : -3%, 1%, 7%, -10%, -4%, -3%, ?, 2%, 23%, 1%, 4
> CCN(CC)CCn1c(=S)[nH]c2ccccc2c1=O
 : 1%, -7%, 0%, 18%, -3%, 2%, 3%, 3%, 0%, -15%, 1
> COc1ccc(/C=N/NC(=O)Nc2cccc3nsnc23)cc1OC
 : -1%, 0%[46.1 µM], 1%, 6%, 8%, 3%, 2%, ., 2.6µM*, 2%, 1
> CCOc1ccc(C(C(=O)NC(C)(C)C)N(CCOC)C(=O)CCC(=O)Nc2ccccn2)cc1 (stereo not drawn)
 : -1%, 7%, 3%, -15%, -1%, -2%, 6%, 0%, -1%, -2%, -8
> CCSc1nc2ccccc2n1C(=O)Oc1ccccc1
 : 3%, 1%[46.1 µM], -9%, -24%, 0%, -3%, -14%, -5%, 5%, -1%, 1
> OCC1CCCC(n2cnc3c(=S)nc[nH]c32)O1 (stereo not drawn)
 : 5%, -1%, 0%, -15%, 7%, 0%, 5%, 2%, -3%, 1%, 19
> FC(F)(F)c1cc(-c2ccccc2)nc(-n2cncn2)n1
 : 5%, 2%, ?, -20%, 5%, -3%, 2%, -1%, 3%, -2%, -7
> CC(=O)Nc1ccc(Oc2ccc3nc(C)[nH]c3c2)cc1
 : 1%, 6%, 4%, -9%, -1%, 1%, 6%, 3%, -2%, 1%, 13
> CC(Oc1ccc(Cl)cc1Cl)C(=O)OCn1nnc2ccccc2c1=O (stereo not drawn)
 : 0%, -3%, ?, 16%, ., -1%, 7%, -4%, -5%, -4%, -3
> O=C1c2ccccc2C(=O)N1Cc1nc(-c2ccccc2)no1
 : -2%, 6%, 2%, 4%, 14%, -3%, 6%, -1%, -3%, -2%, -11
> Cc1ccc(NC(=O)CN(C)C(=O)COC(=O)CNS(=O)(=O)c2ccc(F)c(F)c2F)cc1
 : -2%, -3%, ?, -22%, ., -2%, -5%, ., ?, -3%, -2
> Cc1ccccc1-c1ncc(CN2CCN(C3CCCC3)C(CCO)C2)cn1 (stereo not drawn)
 : 0%, 1%, ?, -24%, -9%, -6%, -16%, 5%, -11%, 0%, 25
> c1ccc(NNC2=NCCS2)cc1
 : -29%, 0%, ?, 11%, 2%, -1%, -4%, -2%, -20%, 0%, -2
> CC(CN1CCOCC1)(NS(=O)(=O)c1ccccc1)c1ccccc1 (stereo not drawn)
 : -6%, 0%, 4%, ?, 1%, 0%, 19%, 3%, 2%, -3%, 14
> COc1ccc(NC(=O)CSc2nnc(C)n2N)cc1S(=O)(=O)N1CCCCC1
 : -1%, 3%, ?, 19%, 5%, 0%, -2%, 3%, 27%, -1%, -5
> C/C(=N\Nc1ccc([N+](=O)[O-])cc1)c1ccc(-n2nncc2C(C)(C)C)cc1
 : 0%, -5%[46.1 µM], ?, 5%, -4%, 12%, -24%, 2%, 1%, ?, 0
> COc1cc(/C=N/N(CCO)C2=NS(=O)(=O)c3ccccc32)cc(OC)c1OC
 : 7%, -3%, ?, -28%, 46%, 5%, 4%, 0%, ?, -5%, -6
> O=C(NCCN1CCOCC1)c1cc2ccccc2[nH]1
 : -6%, 3%[46.1 µM], ?, -4%, 2%, 0%, -7%, 48%[activator], 14%, -1%, -5
> CN(Cc1cn(-c2ccccc2)nc1-c1ccc2c(c1)OCO2)Cc1nccn1C
 : -7%, -4%, ?, 7%, 1%, -3%, -10%, -5%, ?, -4%, -4
